# AmpC no deterg: inhibitors of E. coli AmpC beta-lactamase without detergent; 0.52% of 330,000 active; Potency, µM (series often up to 57.1 µM), inactives show at the top dose activity change, negative = inhibition, most hits filed as inhibitors; P00811; AID 485341; AmpC nitrocefin hydrolysis, absorbance 480 nm, 0.0001% Triton;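 also: potency is read from the fitted curve at half-maximal effect; plate controls were no compound for no effect and no enzyme for full effect; nearly all actives have a fitted effect of over 20% in size; some results filed as inactive show a strong effect at the top dose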
# Target sequence (P00811 whole entry, looked up): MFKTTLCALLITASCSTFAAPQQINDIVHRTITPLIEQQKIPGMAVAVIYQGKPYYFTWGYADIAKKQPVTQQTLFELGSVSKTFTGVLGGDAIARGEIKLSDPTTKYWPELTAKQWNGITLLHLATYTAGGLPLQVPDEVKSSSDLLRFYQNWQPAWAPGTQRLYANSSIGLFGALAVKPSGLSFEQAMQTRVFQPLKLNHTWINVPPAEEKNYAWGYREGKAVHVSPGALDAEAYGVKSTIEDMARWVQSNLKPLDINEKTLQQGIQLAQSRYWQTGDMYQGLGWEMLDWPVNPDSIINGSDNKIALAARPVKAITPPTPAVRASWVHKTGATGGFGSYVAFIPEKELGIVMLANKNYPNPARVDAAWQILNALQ
#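 AmpC (5.3 nM in the dispensed reagent) in 20 mM phosphate pH 7.0 with 0.01% (detergent screen) or 0.0001% Triton X-100 was preincubated with compounds for 15 min at room temperature. Nitrocefin was then added from an 800 uM solution, and hydrolysis was followed at 480 nm.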
# AmpC inh detg: AmpC beta-lactamase inhibition with detergent present | P00811 | AmpC hydrolysis of nitrocefin, absorbance 480 nm, 0.01% Triton | Potency, µM (titrated, usually from 114 µM), without a hit: at the highest dose activity change, negative = inhibition, actives largely listed as inhibitors | 0.041% of 370,000 active;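 also: potency is read from the fitted curve at half-maximal effect; 0% = no-compound wells and -100% = no-enzyme wells; nearly all actives have a fitted effect of over 25% in size; some results filed as inactive show a strong effect at the top dose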
#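 AmpC (5.3 nM in the dispensed reagent) in 20 mM phosphate pH 7.0 with 0.01% (detergent screen) or 0.0001% Triton X-100 was preincubated with compounds for 15 min at room temperature. Nitrocefin was then added from an 800 uM solution, and hydrolysis was followed at 480 nm.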
# HCV inh: blocks hepatitis C virus; Huh7.5.1 HCVcc-Cre infection, luciferase reporter, 44 h; Potency, µM (highest dose often 41.8 µM), for the others: at the highest dose activity change, negative = inhibition, most hits filed as inhibitors; 3.4% of 340,000 active; also: potency is read from the fitted curve at half-maximal effect
#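 1,000 cells/well; 4 h culture; + compound; + HCVcc-Cre (~0.5 moi); 44 h; luciferase substrate, RT 15 min; read 15 sec.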
# Sm TGR inh: S. mansoni TGR enzyme inhibition | Q962Y6 | purified TGR, DTNB reduction, TNB absorbance 405 nm | Potency, µM (top dose mostly 114 µM), for inactives: at the top dose activity change, negative = inhibition, usual class: inhibitors | 3% of 360,000 active; also: potency is read from the fitted curve at half-maximal effect; nearly all actives have a fitted effect of over 60% in size
#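 TGR 20 nM + NADPH 100 uM (dispensed conc.), cpd preinc 15 min RT; start with NADPH (500 uM addition) then DTNB (15 mM addition). Kinetic TNB absorbance, 405 nm filter. Four-parameter Hill fit across titration.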
# FBPA Giardia inh: Giardia lamblia aldolase inhibition; purified Giardia FBPA; Potency, µM (doses to about 59.6 µM), for the others: top-dose activity, negative = inhibition, most hits filed as inhibitors; 0.71% of 290,000 active; also: potency is read from the fitted curve at half-maximal effect; nearly all actives have a fitted effect of over 55% in size
# Target sequence (A8B2U2 whole entry, looked up): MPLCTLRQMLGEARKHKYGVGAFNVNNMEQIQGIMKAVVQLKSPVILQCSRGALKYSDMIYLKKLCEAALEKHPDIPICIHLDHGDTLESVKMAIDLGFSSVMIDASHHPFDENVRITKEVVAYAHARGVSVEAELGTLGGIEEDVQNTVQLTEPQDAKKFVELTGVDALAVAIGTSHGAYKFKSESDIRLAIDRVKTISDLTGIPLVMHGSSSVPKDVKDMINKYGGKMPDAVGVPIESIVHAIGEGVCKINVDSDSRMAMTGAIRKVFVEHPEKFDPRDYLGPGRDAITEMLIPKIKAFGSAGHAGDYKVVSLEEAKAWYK
#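 Giardia FBPA (40 nM reagent) was preincubated 10 min at RT with compound (up to 57.5 uM final), then substrate plus GAPDH/TPI/NAD/arsenate coupling system with diaphorase/resazurin was added; resorufin fluorescence (525/598 nm) was read after 20 min.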
# HCMV inh: human cytomegalovirus inhibition; HFF cells, HCMV-luciferase reporter, 72 h; stronger effect = lower value; activity change, negative = inhibition, % at 57.5 µM; 4.5% of 410,000 active; in the data active = activity change below about -60%; inconclusive = no clear call, values can overlap the other calls; inactive = above about -39%
#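 Compounds were evaluated in HFFs infected with an HCMV luciferase reporter virus (MOI 1 PFU/cell). Luciferase in lysates collected 72 h post infection served as the replication measure.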
# * marks the source's active call; other numbers are inactive results; ? = inconclusive; . = not tested or not shown; & = joins results of further samples; [ ] = remark or other dose. Unless noted, calls follow the shape of the dose curve; as a rule, active = well fitted curve in the direction sought with a large enough effect; inconclusive = small, poorly fitted or top-dose-only effect, or another doubt; inactive = no such curve, though single readings can be large; an effect the other way counts as inactive or inconclusive. Unless noted, % is scaled to controls: 0 for no effect and ±100 for the full control effect.
SMILES,AmpC no deterg,AmpC inh detg,HCV inh,Sm TGR inh,FBPA Giardia inh,HCMV inh
COc1ccc(-c2nn(-c3ccccc3)cc2/C=C/C(=O)NCCCn2ccnc2)cc1OC,207%[activator],0%,-19%,6%,1%,-9
CCc1c(C)nc(SCC(=O)c2cccs2)c(C#N)c1C,-53%,?,?,0%,0%,87
CCOC(=O)Cc1csc(NC(=O)CSc2nnc(C3CC3)n2C)n1,-15%,?,10%,-4%,2%,-20
Cc1sc2nc(CSc3ccccc3)nc(N3CCC(C(N)=O)CC3)c2c1C,80%[activator],-2%,?,2%,-8%,1
C=CCCC(=O)N(C)CCO,-2%,-3%,13%,-5%,.,39
C=CCn1c(=O)c2ccccc2n2c(SCC(=O)NCCc3ccccc3)nnc12,.,-2%,-9%,-22%,-17%,8
CC12CCC(C(=O)NCc3ccc4c(c3)OCO4)(CC1=O)C2(C)C (stereo unspecified),-6%,-4%,2%,6%,5%,8
COc1c(C)cc(S(=O)(=O)NCCc2c(C)[nH]c3ccccc23)c(C)c1C,.,1%,.,3%,.,26
COCCn1c(SCC(=O)Nc2cc(C)on2)nnc1-c1ccco1,1%,4%,3%,50%[activator],-3%,34
CC(=O)Nc1ccc(S(=O)(=O)Nc2cccc(NC(=O)c3ccco3)c2)cc1,-33%,1%,?,0%,1%,-71*
COc1cc(C(=O)NN2C(=O)NC3(CCC(C)CC3)C2=O)ccc1OC(F)F (stereo unspecified),-7%,.,-22%,.,.,-9
COC(=O)Cc1cc(=O)n2[nH]cnc2n1,19%,?,1%,1%,12%,-15
CC(=O)N1CCOc2cc(S(=O)(=O)Nc3c(C)cccc3C(C)C)c(Cl)cc21,120%[activator],19%,.,79µM*,.,7
CN(C(=O)c1cccc(NC(=O)Cc2cccc([N+](=O)[O-])c2)c1)C1CCCCC1,-11%,.,?,.,.,-14
CCOc1cc(C(=O)OC(C)C(=O)Nc2ccc(S(N)(=O)=O)cc2)ccc1OCC(=O)N1CCOCC1 (stereo unspecified),?,?,-1%[8.37 µM],-3%,.,4
COc1ccc(C)cc1NS(=O)(=O)c1ccc2c(c1)oc(=O)n2C,-1%,-20%,-1%,-2%,5%,58
O=C1CC(SCc2nc3ccccc3[nH]2)C(=O)N1c1cccc(F)c1 (stereo unspecified),-52%,-2%,-7%,?,-19%,-25
COc1ccc2c(c1)CCC/C2=N\Nc1nc(C(=O)NN)cs1,-12%,11%,-22%,-3%,-12%,27
COc1cccc(NC(=O)Cn2c(=O)n(-c3cccc(OC)c3)c(=O)c3c4c(sc32)CCCC4)c1,.,13%,.,2%,.,3
C=CCn1c(Oc2cc(C)ccc2C)nc2c1c(=O)n(C)c(=O)n2C,51%,-10%,-19%,1%,3%,-1
O=C1c2ccccc2NC(c2ccc(-c3cccc(Cl)c3)o2)N1O (stereo unspecified),?,0%,?,?,?,-12
Cc1nc2ccccc2c(=O)n1/N=C/c1ccc(O)c(O)c1O,-38%,?,-11%,45µM*,7.1µM*,22
COC(=O)C(OC(=O)c1ccc(OC)cc1)C(=O)OC,-13%,?,6%,-4%,5%,-24
Cc1ccc(S(=O)(=O)N2CCCCC2)cc1NC(=O)Cn1ncc(Cl)c(Cl)c1=O,-59%,.,0.71µM*,.,.,-97*

# Six entries picked at random from those above, as already listed:
SMILES,AmpC no deterg,AmpC inh detg,HCV inh,Sm TGR inh,FBPA Giardia inh,HCMV inh
CC(=O)Nc1ccc(S(=O)(=O)Nc2cccc(NC(=O)c3ccco3)c2)cc1,-33%,1%,?,0%,1%,-71*
C=CCCC(=O)N(C)CCO,-2%,-3%,13%,-5%,.,39
COC(=O)C(OC(=O)c1ccc(OC)cc1)C(=O)OC,-13%,?,6%,-4%,5%,-24
CN(C(=O)c1cccc(NC(=O)Cc2cccc([N+](=O)[O-])c2)c1)C1CCCCC1,-11%,.,?,.,.,-14
CC12CCC(C(=O)NCc3ccc4c(c3)OCO4)(CC1=O)C2(C)C (stereo unspecified),-6%,-4%,2%,6%,5%,8
O=C1CC(SCc2nc3ccccc3[nH]2)C(=O)N1c1cccc(F)c1 (stereo unspecified),-52%,-2%,-7%,?,-19%,-25

# Next section:
SMILES,AmpC no deterg,AmpC inh detg,HCV inh,Sm TGR inh,FBPA Giardia inh,HCMV inh
O=Cc1c[nH]c2ncccc12,-19%,9%,0%,13%,2%,-1
CN(c1ccc(OCC(=O)O)cc1)S(=O)(=O)c1ccc2ccccc2c1,-22%,-10%,16%,20%,17%,-10
COc1ccccc1NS(=O)(=O)c1cccc(C(=O)N2CCN(Cc3ccc4c(c3)OCO4)CC2)c1,?,-13%,-8%[8.37 µM],6%,.,41
Cc1ccccc1OCc1nnc(SCc2cc(=O)[nH]c3ccccc23)o1,-9%,-8%,-2%,-12%,0%,-16
C=CC[C@@H](CC(=O)N(CCO)Cc1ccccc1)C(=O)N[C@H](C)COC(=O)[C@@H](CC=C)Cc1ccc(F)cc1,249%[activator],.,?,.,.,-2
S=C(NCCc1ccccc1)NCc1ccccc1Cl,-52%,-10%,-12%,-5%,-3%,-17
CCc1ccc(OCC(=O)Nc2ccc(-c3nc4ccccc4o3)c(O)c2)cc1,-8%,-1%,14%,6%,6%,21
Cc1ccc(C(C(=O)NCC2CCCO2)N(C(=O)c2snc(C(N)=O)c2N)c2ccccc2F)o1 (stereo unspecified),30%,-14%,-11%,-19%,1%,?
Cc1cccc(N(CC(=O)Nc2ccc(-c3nc4ccc(C)cc4s3)cc2)S(C)(=O)=O)c1,-6%,-2%,-2%,8%,2%,43
Cc1ccc(C(NC(N)=O)c2ccccc2)cc1 (stereo unspecified),-4%,3%,15%,-2%,1%,-11
CSc1ccccc1NC(=O)CN1CCCCC1,-15%[11.4 µM],-14%,?,8%,5%,-26
COc1cccc(-c2nc3c(C#N)c[nH]n3c2NC2CCCCC2)c1,.,21%,.,-21%,.,3
O=C(CCCc1c[nH]c2ccccc12)N1CCCCCC1,10%,?,-2%,-1%,-5%,-3
Cc1cc2nc3c(nc2cc1C)CCCC3,-9%,5%,-27%,14%,10%,78
CCOC(=O)c1ccccc1NC(=O)c1sc2nc(-c3ccc(F)cc3)cn2c1C,.,2%,.,1%,.,-5
CCCC1OC23CCCCC2C(C#N)(C#N)C1(C#N)C(=N)O3 (stereo unspecified),-19%,-1%,-6%,?,-20%,-36
CN1CCc2cc3c(c4c2C1CC41CCC(=NO)CC1)OCO3 (stereo unspecified),-12%,-10%,14%,-9%,-23%,?
COc1ccc(CN2CN(c3ccc(Cl)cc3)C(=O)N(n3cnnc3)C2)cc1,-31%,?,26%,-17%,-1%,-5
Cn1c(SCC(=O)Nc2ccc(N3CCOCC3)cc2)nnc1C(F)(F)F,-8%,-9%,-2%,-11%,.,?
O=[N+]([O-])c1ccccc1-c1ccc(C(=S)N2CCCCC2)o1,-35%,7%,?,16%,?,69
COc1ccccc1OCCNC(=O)CNC(=O)c1ccc(C(C)(C)C)cc1,67%[activator],-3%,?,-7%,.,32
Cc1ccccc1C(=O)NCCCCc1ccccc1,-7%,?,18%,1%,-1%,21
Cc1ccc(NC(=O)Cn2nnc(C(=O)NCc3cccs3)c2N)cc1Cl,-13%,1%&9%,1%,-2%&7%,2%,1&11
Cc1ccc(N2C(=O)C(O)(C(F)(F)F)C3=C2CC(C)(C)CC3=O)cc1 (stereo unspecified),-14%,-4%,28%,-9%,9%,29
Cc1ccc2nc(N3CCN(C)CC3)[nH]c2c1,-5%,0%,13%,0%,-13%,99
COc1ccc(N2CCN(CCCNC(=O)Nc3ccccc3Cl)CC2)cc1,.,21%,.,-1%,.,-19
CCOc1ccc2nc(NC(=O)Nc3cccs3)sc2c1,-53%,-9%,-13%,-31%,1%,132
Cc1cc(NC(=O)CSc2cc(C)c3ccccc3n2)no1,-26%,.,-23%,.,.,15
COc1ccccc1CC(NC(C)=O)C(=O)NC1CCN(C(=O)Nc2ccccc2Cl)CC1 (stereo unspecified),11%,0%,3%,-2%,0%,1
O=C(Cn1nnc2sc3c(c2c1=O)CCCC3)Nc1ccc(F)c(Cl)c1,.,?,.,4%,.,-12
O=C(NCc1ccc(Cl)cc1)C1CCC(=O)N(C2CCCCCC2)C1 (stereo unspecified),114%[activator],4%,17%,0%,.,9
CCOc1ccccc1NC(=O)c1c(NCc2ccc(C)o2)sc2c1CCC(C)C2 (stereo unspecified),.,2%,.,4%,.,42
O=C(Cn1cnc2ccccc2c1=O)c1ccc(Cl)cc1,-11%,5%,-1%,0%,-3%,?
CC(=O)NCCCc1nc2ccccc2n1Cc1c(F)cccc1Cl,66%[activator],-8%,-12%,9%,2%,1
COc1ccccc1NC(=O)C(C)OC(=O)/C(=C/c1ccccc1)NC(C)=O (stereo unspecified),-6%,?,18%,-27%,.,-23
CC(=O)Nc1ccc(NC(=O)CSC2=NS(=O)(=O)c3ccccc3N2)cc1,-19%,?,-3%,1%,.,-3

# Part of the list above, as tab-separated lines.
structure	AmpC no deterg	AmpC inh detg	HCV inh	Sm TGR inh	FBPA Giardia inh	HCMV inh
COc1ccccc1CC(NC(C)=O)C(=O)NC1CCN(C(=O)Nc2ccccc2Cl)CC1 (stereo unspecified)	11%	0%	3%	-2%	0%	1
CC12CCC(C(=O)NCc3ccc4c(c3)OCO4)(CC1=O)C2(C)C (stereo unspecified)	-6%	-4%	2%	6%	5%	8

# New compounds follow:
SMILES,AmpC no deterg,AmpC inh detg,HCV inh,Sm TGR inh,FBPA Giardia inh,HCMV inh
O=C(CCc1nnc(COc2ccccc2)o1)NCCc1cccs1,7%,3%,13%,-14%,5%,-12
O=C(C1CCCCC1)N1CCN(c2ccccc2F)CC1,0%,-1%,8%,-18%,8%,10
O=C(O)c1cccc(NC(=S)N/N=C/c2ccccc2OCc2cccc(Br)c2)c1,-54%,-8%,?,-7%,8%,-7
CN1CCN(C(=O)c2cc3ccccc3oc2=O)CC1,-8%,6%,4%,15%,5%,2
COc1cc(SC)ccc1C(=O)Nc1cc(C)c(OCC(=O)N2CCOCC2)c(C)c1,184%[activator],2%,.,-19%,.,-35
CC(Sc1nc2c([nH]c3ccccc32)c(=O)n1-c1ccccc1)c1ccccc1 (stereo unspecified),.,5%,.,4%,.,-83*
CCOc1cc(C(=S)N2CCCC2)ccc1OCC(=O)Nc1c(C)cc(C)cc1C,-4%,?,?,1%,-3%,13
Cc1cccn2c(NCC3CCCO3)c(C(C)C)nc12 (stereo unspecified),-19%,-14%,-9%,?,-27%,-22
CC[C@]12c3[nH]c4cc(-c5ccco5)ccc4c3CCN1C(=O)[C@@H](CC(=O)NCc1cccc(C(F)(F)F)c1)C[C@@H]2C(=O)N1CCN(C(=O)c2ccco2)CC1,177%[activator],.,?,.,.,-3
Cc1cccc(OCC(=O)NCC2(N3CCN(C)CC3)CCCCC2)c1C,.,21%,.,-4%,.,?
NC(=O)[C@@H]1CCCN1Cc1nc(-c2cccs2)no1,-10%,8%,17%,3%,6%,-14
COc1ccc(N2CCN(Cc3nc4c(c(=O)n(C)c(=O)n4C)n3C(C)C)CC2)cc1,.,6%,.,14%,.,-14
COC(=O)C1=C(C)NC(=O)NC1c1cn(-c2ccccc2)nc1-c1ccc(OC)c(Cl)c1 (stereo unspecified),.,2%,.,2%,.,36
CCOC(=O)c1c(NC(=O)c2nn(CC)cc2Br)sc2c1CCCCC2,-27%,?,?,7%,-5%,-27

# Screening results: PubChem BioAssay, National Center for Advancing Translational Sciences (NCATS)
